# FXN GAA850 act = increases GAA850 frataxin promoter reporter activity. HEK293 lucGAA850 FXN promoter luciferase reporter, 24 h; percent of 10 µM SAHA response. activation, % at 6 µM. hit rate 0.56% among 360,000. AID 540364;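 active means activation above the average of all compounds screened plus 3 SD, cutoff fixed separately per campaign, cut at about 7.5% in these data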;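 further: 0% = DMSO wells and 100% = 10 µM SAHA wells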
# DAX1 inh-1 = blocks DAX1 repression of SF-1 activated StAR promoter | HEK293T StAR-luciferase reporter, SF-1/DAX-1 repression relief | AID 652010 | inhibition, % at 6.8 µM | hit rate 1.1% among 370,000;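 active means inhibition above the mean over all tested compounds plus 3 SD, cut at about 3.6% in these data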;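 further: 0% = DAX-1 cells with DMSO and 100% = cells lacking DAX-1 with DMSO; higher inhibition means more luminescence from relief of DAX-1 repression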
# SMARCA2 activ = activators of SMARCA2 function | AID 652017 | activation, % at 9.1 µM | MG213 cells, MMTV-luciferase reporter, dexamethasone, overnight | hit rate 1% among 370,000; in the data active means activation above about 7.8%;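 further: 0% = vehicle wells and 100% = reference activator wells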
# hgDAF12 agonist = activates the H. glycines DAF-12 receptor ligand-binding domain | hit rate 1.8% among 370,000 | activation, % at 6.8 µM | HEK293 GAL4-hgDAF12 UAS-luciferase reporter, agonist luminescence; normalized to butyrate control;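 active means activation above a cutoff set at the mean of all screened compounds plus 3 SD, cut at about 10% in these data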;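 further: 0% = DMSO wells and 100% = sodium butyrate wells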
# NR1D1 modulator = modulators of human Rev-erb alpha DNA binding; Rev-erbα–FITC-DNA binding, fluorescence polarization, 90 min; activity, % at 10 µM; hit rate 0.79% among 370,000; AID 1259318;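 active means activity above about 14%, limit read from the data; passing the limit was not always enough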;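 further: 0% = DMSO wells with 35 nM protein and 100% = DMSO wells with 750 nM protein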
# Target sequence (P20393 whole entry, looked up): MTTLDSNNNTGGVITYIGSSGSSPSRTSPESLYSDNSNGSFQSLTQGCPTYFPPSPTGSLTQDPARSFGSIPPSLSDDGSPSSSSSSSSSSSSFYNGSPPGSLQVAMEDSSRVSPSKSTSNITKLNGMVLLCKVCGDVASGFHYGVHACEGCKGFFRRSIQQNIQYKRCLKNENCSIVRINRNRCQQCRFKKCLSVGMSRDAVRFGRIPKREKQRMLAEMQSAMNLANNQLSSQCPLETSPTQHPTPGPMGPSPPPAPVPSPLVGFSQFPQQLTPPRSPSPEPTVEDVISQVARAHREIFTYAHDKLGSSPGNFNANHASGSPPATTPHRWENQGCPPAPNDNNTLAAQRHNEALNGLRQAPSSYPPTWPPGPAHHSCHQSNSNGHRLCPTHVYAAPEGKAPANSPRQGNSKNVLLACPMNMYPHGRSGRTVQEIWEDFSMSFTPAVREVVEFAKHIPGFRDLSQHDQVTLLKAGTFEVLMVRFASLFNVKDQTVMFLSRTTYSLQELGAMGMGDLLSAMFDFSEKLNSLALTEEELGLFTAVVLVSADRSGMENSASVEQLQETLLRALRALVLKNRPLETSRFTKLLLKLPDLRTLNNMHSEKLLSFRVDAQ
# PLCb3 inh = blocks human PLC-beta3 enzyme activity | hit rate 0.18% among 370,000 | Q01970 | Purified PLC-beta3, fluorogenic substrate, fluorescence | inhibition, % at 12.2 µM; in the data active means inhibition above about 11%;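 further: 0% = median of compound wells on plate and 100% = full blocker control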
# DAX1 inh-2 = inhibits human nuclear receptor DAX1 | AID 504766 | inhibition, % at 6.75 µM | HEK293 Gal4-DAX1 luciferase reporter, luminescence | hit rate 0.99% among 340,000 | P51843;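 active means inhibition above the mean over all tested compounds plus 3 SD, cut at about 4.2% in these data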;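 further: 0% = DAX1-transfected cells with DMSO and 100% = empty-vector control cells with DMSO; inhibition shows as a rise in luminescence from relieved DAX1 repression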
# Target sequence (P51843 207-470 limits assumed): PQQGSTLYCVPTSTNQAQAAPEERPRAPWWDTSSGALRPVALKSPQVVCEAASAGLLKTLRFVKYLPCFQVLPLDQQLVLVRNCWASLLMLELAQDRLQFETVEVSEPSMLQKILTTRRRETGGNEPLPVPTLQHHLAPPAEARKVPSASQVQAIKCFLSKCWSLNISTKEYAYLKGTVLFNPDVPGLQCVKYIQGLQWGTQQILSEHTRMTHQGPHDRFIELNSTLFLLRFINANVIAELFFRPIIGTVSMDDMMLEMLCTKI
# hcDAF12 agonist = activates DAF-12 receptor from parasite H. contortus | HEK293 hcDAF-12 lit1-tk-luc reporter, luminescence; 0% DMSO, 100% Δ7-dafachronic acid | activation, % at 6.8 µM | hit rate 1.4% among 370,000 | AID 652067;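 active means activation above the mean of all tested compounds plus 3 SD, cut at about 5.5% in these data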;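 further: 100% = response to 3 µM Δ7-dafachronic acid high control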
# sPLA2-III inh = Blocks human group III sPLA2 activity; inhibition, % at 12.2 µM; hit rate 0.56% among 370,000; AID 743126; QFRET BODIPY PC-A2 liposome hydrolysis, fluorescence;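 active means inhibition above mean plus 3 SD of compounds lying within the high and low control bounds, cut at about 19% in these data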;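 further: 0% = median of test compound wells and 100% = no enzyme DMSO wells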
# ssDAF12 agonist = activates DAF-12 receptor from parasite S. stercoralis; HEK293 ssDAF-12/GRIP1 lit1-tk-luc reporter, luminescence; % of 3 µM dafachronic acid response; activation, % at 6.8 µM; hit rate 1% among 370,000; AID 652126;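 active means activation above the mean over all tested compounds plus 3 SD, cut at about 0.9% in these data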;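 further: 0% = DMSO-only wells and 100% = 3 µM delta7-dafachronic acid wells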
# PG9 Ab binder = binds the HIV-1 gp120 antibody PG9 | TR-FRET gp120-PG9 antibody binding | inhibition, % at 6.7 µM | hit rate 0.43% among 360,000; in the data active means inhibition above about 8.5%
# * hit, by the source's call; i = inactive; nt = no result given.
SMILES,FXN GAA850 act,DAX1 inh-1,SMARCA2 activ,hgDAF12 agonist,NR1D1 modulator,PLCb3 inh,DAX1 inh-2,hcDAF12 agonist,sPLA2-III inh,ssDAF12 agonist,PG9 Ab binder
CCC(=O)N/C(=N/c1nc(C)cc(C)n1)Nc1ccc(OC)cc1,-2.7,-0.1,6,-2.0,3,1,-0.9,1.2,2,-1.5,-1.7
CC1(C)CC(=O)C2=C(C1)OC(N)=C(C#N)C21C(=O)N(Cc2ccccc2Cl)c2ccccc21 (stereo not drawn),-1.5,-0.3,0,-0.4,1,4,0.4,-0.9,-4,-1.4,-1.0
Nc1nc2c(F)cccc2s1,2.0,0.1,2,0.2,6,3,-0.7,-0.4,0,-1.7,-2.7
Cc1cc(C)nc(-n2nc(C)cc2NC(=O)c2cc3ccccc3oc2=O)n1,0.6,1.7,-3,-2.1,-1,-6,0.4,-1.1,15,-1.1,1.9
CCOC(=O)C1=CN(C(C)C)CCC1=O,0.3,-0.6,-2,2.4,-3,1,0.7,0.7,1,-0.8,-2.2
COc1cccc(C(=O)NC2(C(F)(F)F)N=C3SCCN3C2=O)c1 (stereo not drawn),-2.2,0.2,-4,-0.7,-1,0,1.2,0.0,-1,0.3,0.1
Cc1cc(=O)oc(C)c1C(=O)NCCc1ccc(F)cc1,-0.1,-0.3,6,-2.6,0,1,0.7,-1.1,0,-1.5,-0.6
Cc1ccc2nc3c(cc(C(=O)NC4CCCCC4)c(=N)n3C3CCCCC3)c(=O)n2c1,2.6,-0.2,-2,-1.9,1,-432,-0.1,-1.1,2,-1.1,-3.0
CCc1ccc(OCC(O)CN2CCN(c3ccc(OC)cc3)CC2)cc1 (stereo not drawn),-0.2,-0.4,-3,-1.2,0,6,-0.3,-0.8,7,-1.0,-2.1
CCCCC(=O)OCc1c(-c2ccccc2)ncc2ccccc12,1.0,-0.4,1,0.2,1,-5,0.3,-0.8,17,-1.1,-0.9
Cc1ccc([N+](=O)[O-])cc1NC(=O)Nc1ccc(S(N)(=O)=O)cc1,1.4,0.7,-1,-2.3,1,-2,0.1,0.5,-7,-1.0,1.1
CC(=O)C1=C(C)N(Cc2ccc(Cl)cc2)C(=S)NC1c1ccc(Cl)cc1 (stereo not drawn),nt,-0.2,-5,-4.0,-1,-1,nt,-0.4,12,-0.8,0.4

# Continued, overlapping the part above by 2 compounds.
SMILES,FXN GAA850 act,DAX1 inh-1,SMARCA2 activ,hgDAF12 agonist,NR1D1 modulator,PLCb3 inh,DAX1 inh-2,hcDAF12 agonist,sPLA2-III inh,ssDAF12 agonist,PG9 Ab binder
Cc1ccc([N+](=O)[O-])cc1NC(=O)Nc1ccc(S(N)(=O)=O)cc1,1.4,0.7,-1,-2.3,1,-2,0.1,0.5,-7,-1.0,1.1
CC(=O)C1=C(C)N(Cc2ccc(Cl)cc2)C(=S)NC1c1ccc(Cl)cc1 (stereo not drawn),nt,-0.2,-5,-4.0,-1,-1,nt,-0.4,12,-0.8,0.4
O=C(Nc1ccccc1C(=O)N1CCCCCC1)c1ccc(Cl)cc1,-1.3,-0.6,0,-4.4,0,-2,-0.7,0.6,4,-0.9,-0.3
O=C(NCC(=O)N1CCN(S(=O)(=O)/C=C/c2ccccc2)CC1)c1ccc(Cl)cc1,-1.2,-0.8,-1,-2.7,-1,-7,-0.3,-2.9,-7,-1.5,-2.0
COc1ccccc1-n1c2nc3ccccc3nc2c2c(=O)n(-c3cc(C)cc(C)c3)cnc21,0.2,-1.4,-3,-6.3,1,-48,-0.9,-4.0,-4,-1.4,0.3
Oc1cccc(Nc2ncnc3ccccc23)c1,-1.6,0.2,8.1*,0.5,2,0,0.7,1.2,-5,-1.4,-1.4
COc1ccc(NC(=O)N(C)[C@H]2C[C@H]3c4[nH]c5ccc(-c6ccc7c(c6)OCO7)cc5c4CCN3C[C@H]2[C@H](C)O)cc1,-1.6,-1.4,1,2.7,-4,-50,-1.2,0.3,-13,-1.3,-2.7
O=C(COC(=O)C1CCN(S(=O)(=O)c2c(Cl)cccc2Cl)CC1)NCc1ccco1,0.0,-1.0,-1,-1.8,-3,-7,0.3,-0.1,0,-0.3,0.7
CC(NS(=O)(=O)c1ccc(Br)cc1F)[C@H](O)c1ccccc1 (stereo partly drawn),2.3,-0.1,-3,-0.2,0,-4,1.6,0.0,-7,-0.6,0.8
Cc1ccc(S(=O)(=O)CC(CN2CCOCC2)N2CCOCC2)cc1 (stereo not drawn),1.8,-0.2,-3,-1.0,-4,1,-0.7,1.6,-3,-1.3,-2.2
COc1ccc(C(=O)Nc2ncccc2C)cc1S(=O)(=O)N1CCCc2ccccc21,1.5,-1.5,-1,1.2,1,-9,-0.4,0.9,5,0.7,0.6
Cc1nc2c(C)cccn2c(=O)c1NC(=O)c1cccc2ccccc12,0.2,0.1,1,-1.1,29*,-4,0.0,0.1,3,-0.7,-0.6
Cc1cccc(NC2=C/C(=N/S(=O)(=O)c3cccs3)c3ccccc3C2=O)c1,4.0,-0.7,-1,-1.8,-3,2,1.2,0.8,0,0.0,-2.4
CC(C)OC(=O)c1cccnc1N1CCN(c2cccc(Cl)c2)CC1,0.1,0.3,-2,1.6,-3,-4,-1.2,-2.0,7,-1.4,-1.8
Cc1ccccc1Oc1ccc2c(c1)[C@@H]1C[C@H](N(C)C(=O)NC3CCCCC3)[C@H]([C@H](C)O)C(=O)N1CC2,-12,-0.9,-3,-2.5,-2,-6,-0.9,-1.7,-9,-0.5,-1.1
O=C(Cn1ccc2ccccc2c1=O)NCCC(=O)N1CCN(c2cccc(C(F)(F)F)c2)CC1,-3.7,-0.8,-4,-1.3,-1,-10,1.6,-2.3,-5,-1.7,2.5
O=S(=O)(Cc1ccc(Cl)cc1)N1CCN(Cc2ccc3c(c2)OCO3)CC1,1.4,-0.5,0,-0.9,-3,-1,-0.6,-2.3,-6,-2.0,-3.2
COc1ccc(C(=O)c2ccc(OC)c(OC)c2OC)cc1,-3.9,-2.5,-1,0.5,4,1,-1.3,-0.6,-3,-1.0,-1.6
Cn1nnnc1Sc1ncnc2scc(-c3ccccc3)c12,-2.2,-1.8,-5,-6.3,4,-5,-2.3,-0.3,4,-1.3,-0.1
COc1ccccc1CCc1nnc(N)s1,0.0,0.3,-3,-2.7,-4,-7,-1.4,-1.4,9,-1.7,0.8
Cc1ccc(NC(=O)c2cc([N+](=O)[O-])ccc2NCc2cccnc2)cc1Cl,0.8,0.6,-1,-1.5,1,-2,0.6,2.8,-2,0.1,4.0
CNc1cncc(-c2ccc(O)cc2C)n1,2.1,0.9,0,0.4,-7,-46,nt,4.2,2,0.0,-2.1
COc1ccccc1NC(=O)CSc1nnc(Cn2c(=O)sc3ccccc32)n1C,1.8,-0.4,1,-0.2,0,3,0.7,1.4,2,-1.5,-1.2
C[C@@H]1CN([C@@H](C)CO)C(=O)c2cc(NC(=O)Nc3ccc4c(c3)OCO4)ccc2O[C@H]1CN(C)S(=O)(=O)c1cn(C)cn1,-0.1,0.5,0,-0.7,-1,1,0.9,2.6,0,-1.1,-1.4
NS(=O)(=O)c1ccc(CCNC(=O)CN2CCN(c3ccccc3O)CC2)cc1,1.8,-0.2,4,-0.6,-8,0,-0.5,0.2,-2,-1.4,-2.7
O=C(NC1CCCCC1)C(c1ccccc1)N(C(=O)Cc1ccsc1)c1ccccc1 (stereo not drawn),2.8,0.3,-1,0.3,-1,4,-0.4,1.2,-3,-1.1,-2.9
COc1ccc(NC(=O)NCc2cccnc2)cc1OC,0.3,0.8,2,-0.3,3,0,-0.9,0.0,-4,-1.2,-0.7
Cc1csc(=O)n1CC(=O)OCC(=O)Nc1ccc(Cl)cc1F,3.1,-0.3,-1,0.1,6,-5,-1.1,-0.3,4,-1.2,-2.0
CCN(CC)S(=O)(=O)c1ccc2[nH]cc(C(=O)NCCCN3CCCCC3C)c(=O)c2c1 (stereo not drawn),-1.1,0.0,-1,-2.1,27*,-1,-0.1,-1.3,-6,-0.9,-1.2
C=C1C2(C(=O)NCc3ccco3)CCC(C2)C1(C)C (stereo not drawn),3.2,0.2,0,0.3,1,2,0.9,1.4,-2,-0.4,-1.3
CC(NC(=O)OCc1ccccc1)C(=O)Oc1cc2oc(=O)cc(-c3ccccc3)c2cc1Cl (stereo not drawn),-2.0,-0.3,-4,5.0,-4,i,-1.7,-0.8,-13,-0.1,3.4
CCc1ccc(CNC(=O)C2CCN(S(=O)(=O)N3CCCC3)CC2)cc1,1.2,-0.2,1,-0.7,1,-5,-0.1,-0.8,1,-1.2,0.6
CCNc1nc(NC(C)C)nc(OCCNS(=O)(=O)c2cc(C)ccc2C)n1,5.7,0.4,-4,-0.6,-4,3,-0.5,-1.5,-4,-1.1,-0.2
O=C1C=CN(C(=O)Oc2ccccc2)CC1,0.5,0.3,-1,2.4,-7,-1,2.5,1.1,10,-0.8,-0.5
CCCn1c(NC(=O)C2CCN(S(=O)(=O)c3cccs3)CC2)nc2ccccc21,0.5,-1.6,-1,-2.8,-2,-1,-1.9,-2.3,-4,-1.7,-1.2
Cc1nc(NC(=O)c2ccc([N+](=O)[O-])cc2Cl)sc1C(=O)N(C)C,1.2,-0.1,-2,-0.8,-2,-3,0.3,-0.4,1,-1.6,2.5
CSCCC1NC(=O)N(CC(=O)Nc2ccc(Cl)c(S(=O)(=O)N3CCOCC3)c2)C1=O (stereo not drawn),0.0,-1.3,-1,-3.2,7,-2,0.1,0.4,-3,-1.2,0.3
Cc1ccc(S(=O)(=O)N2CCCC2C(=O)NCc2ccccc2F)cc1 (stereo not drawn),1.1,0.0,0,-1.4,-2,-4,3.8,-0.1,-5,-0.9,-0.3
CN(CC(=O)Nc1ccccc1F)CC(=O)Nc1ccccc1Br,1.6,-0.3,2,2.2,-5,1,1.7,-0.7,-2,-2.1,-1.5
CCN(Cc1ccccc1)C(=O)CSc1nncn1C,-3.6,-1.1,-2,-3.5,1,-6,-0.6,1.0,9,-1.8,1.5
CCC(C(=O)OCC(=O)NC(=O)c1ccccc1OC)c1ccccc1 (stereo not drawn),-2.4,2.2,-2,-0.1,7,-4,0.5,0.4,0,-0.4,1.3
CCCn1c(C)cc(=O)c2cc(NC(=O)c3cnccn3)ccc21,3.0,0.2,0,-0.3,-2,-7,-0.1,-0.9,-3,-1.0,-3.0
COCCCNC(=O)C[C@@H]1C[C@@]2(C(=O)OC)CC(C)(C)CC=C2N(Cc2ccc3c(c2)OCO3)C1=O,nt,-0.5,-6,3.3,-8,3,nt,-0.2,7,0.4,-1.0
COc1cc(-c2onc3ccc(Br)cc23)cc(OC)c1OC,-3.3,0.0,-2,1.9,-5,-54,-3.1,-2.3,-1,-1.6,-1.2
O=c1[nH]c(-c2ccccc2)nc(CN2CCCCC2)c1O,1.6,-0.3,2,-0.8,0,-1,-0.3,1.5,-2,-0.5,-0.6
COC(=O)[C@]12CCCCC=C1N(Cc1ccc3c(c1)OCO3)C(=O)[C@H](CC(=O)NCc1cccs1)C2,nt,-1.1,-3,1.1,1,0,nt,0.1,0,-1.1,0.4
CN(C)/C=C/C1=CC(=O)CC(C)(C)C1,2.5,-0.5,1,0.2,0,-6,-1.3,-1.7,-2,-0.9,-0.6
O=C(CSCc1c(F)cccc1F)Nc1ccccc1,1.1,1.3,7,8.1,3,1,0.2,3.0,-4,-1.0,-1.2

# Screening results from PubChem.
